Assay outcomes as filed in PubChem.
3CLpro inhibitor = SARS-CoV 3CLpro protease inhibition; recombinant SARS-CoV 3CLpro, quenched FRET peptide cleavage; inhibition, % at 6 µM; actives 0.14% (n = 290,000); AID 1706; in the data active = inhibition above about 12%
BoNT-A LC inh2 = inhibitors of Botulinum neurotoxin A light chain protease | actives 0.17% (n = 360,000) | AID 588499 | multiplex microsphere protease substrate cleavage, flow cytometry | inhibition, % at 10 µM; also: plate controls were buffer without enzyme for full effect and enzyme alone for no effect
TcdB GH inh = TcdB glycohydrolase inhibition | TcdB glycohydrolase enzymatic assay, plate reader | inhibition, % at 9.99 µM | actives 0.24% (n = 350,000) | AID 652162; in the data active = inhibition above about 10%
Anthrax LF inh2 = inhibitors of Bacillus anthracis lethal factor protease | P15917 | multiplex microsphere protease cleavage assay, LF | inhibition, % at 10 µM | actives 0.12% (n = 360,000) | AID 588501; also: plate controls were buffer without enzyme for full effect and enzyme alone for no effect
SSB-PriA inh = inhibitors of Klebsiella pneumoniae PriA binding to SSB C-terminal tail; AlphaScreen SSBct-PriA binding, biotinylated peptide; inhibition, % at 33 µM; actives 0.6% (n = 430,000); AID 1272365; in the data active = inhibition mostly above about 37%, no sharp cut-off; inactive = mostly below about 20%;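 also: plate controls were negative control peptide for no effect and reference peptide for full effect; strong numbers were not always called active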
VHR inh abs = inhibitors of human VHR1 phosphatase (DUSP3); recombinant VHR phosphatase, pNPP absorbance; actives 0.52% (n = 290,000); inhibition, % at 13.3 µM; AID 1654; P51452; in the data active = inhibition above about 50%; also: some compounds called inactive have numbers as strong as hits
PfHsp40 rescue = compounds rescuing yeast from Plasmodium falciparum HSP40 toxicity. S. cerevisiae expressing PfHsp40, growth rescue, ATP luminescence. growth rescue, % at 12.5 µM. actives 0.68% (n = 340,000). AID 504582; in the data active = growth rescue above about 28%, passing the limit was not always enough; inconclusive = no clear call, values can overlap the other calls;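 also: yeast W303a lacking pdr1 and pdr3 grown in galactose medium; growth measured after three days at 30 °C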
Yp Topo-I inh = inhibitors of Yersinia pestis topoisomerase I; Y. pestis Topo-I cleavage product accumulation, plate reader; activity, % at 10 µM; actives 0.064% (n = 360,000); in the data active = activity above about 50%, passing the limit was not always enough; inconclusive = no clear call, values can overlap the other calls; also: inactives centre near 2
Vc quorum ag = induces V. cholerae light production without autoinducers; V. cholerae BH1578 lux reporter, luminescence, 6 h; activation, % at 18.7 µM; actives 0.16% (n = 350,000); in the data active = activation mostly above about 9.7%, no sharp cut-off; inconclusive = no clear call, values can overlap the other calls; inactive = mostly below about 3.7%; also: not every result past the cut was called active; inactives centre near 0; reference of the scale not given here
CCHFV vOTU inh = CCHFV vOTU protease inhibition; Pep-AMC fluorescence; inhibition, % at 11.5 µM; AID 651958; actives 0.55% (n = 370,000); in the data active = inhibition above about 30%; also: 0% = vehicle wells with enzyme and 100% = no enzyme wells
Active calls of the source: *; i = inactive; ? = inconclusive; / = no result given; & = joins results of further samples. Rule as the data show it, unless noted: active = inhibition above about 30%; inconclusive = no clear call, values can overlap the other calls; inactive = below that. An excerpt; count on the stated rates, not on these rows.

SMILES | 3CLpro inhibitor | BoNT-A LC inh2 | TcdB GH inh | Anthrax LF inh2 | SSB-PriA inh | VHR inh abs | PfHsp40 rescue | Yp Topo-I inh | Vc quorum ag | CCHFV vOTU inh
CN(C)S(=O)(=O)c1cccc(NC(=O)CSc2nnnn2-c2ccccc2)c1 | -3 | 0.4 | 1.9 | 1 | -4 | -4 | 0.6 | 9 | -0.4 | -7
COC(=O)c1cc(C(=O)OC)cc(-n2c(C)cc(C(=O)CC#N)c2C)c1 | 0 | 1.8 | / | 9 | 14 | -17 | 0.1 | 3 | 1.5 | -13
COc1cc(/C=N/NC(=O)CCn2cnc(-c3ccccc3)c2-c2ccccc2)ccc1O | 0 | -0.4 | 3.3 | 1 | / | 25 | -0.4 | 6 | -0.2 | 7
CC[C@@H](NCCCn1cnc2c(SC)ncnc21)c1ccccc1 | / | 0.0 | -0.4 | 4 | / | / | / | -3 | -0.5 | 2
CS(=O)(=O)N1Cc2cnnn2-c2ccccc2C1C#N (stereo unspecified) | / | -0.3 | -0.2 | -3 | -1 | / | -0.9 | 4 | -0.5 | 2
CN1CCN(C(=S)NC(=O)c2ccc(-c3ccccc3)cc2)CC1 | -1 | -0.8 | 1.7 | -5 | 6 | 14 | -1.5 | 5 | 0.3 | 9
CCc1ccc(CN(C)C(=O)c2cc(S(=O)(=O)N3CCOCC3)ccc2N2CCCC2)cc1 | / | 0.5 | -0.4 | -4 | 0 | / | -1.1 | 6 | -2.2 | 1
Cc1cc(Cl)ccc1N(CC(=O)NCc1ccccc1)S(C)(=O)=O | 7 | 0.5 | 0.8 | -5 | 1 | -23 | 0.5 | 9 | 6.6 | 1
COc1ccc(-n2c(=S)[nH]c3[nH]ncc3c2=O)cc1 | 2 | -2.9 | 1.1 | -10 | -11 | 24 | -0.3 | 8 | i | -8
O=C(CCCn1c(=S)[nH]c2ccsc2c1=O)Nc1ccc2c(c1)OCCO2 | 4 | -0.1 | 2.7 | -3 | 6 | 3 | -1.0 | 10 | i | 7
C=CCn1cc(C(C)=O)c(=O)[nH]c1=O | -4 | -0.5 | -1.2 | -3 | -12 | 27 | 15 | 3 | -0.2 | -10
Cn1ccc2cc(NC(=O)Nc3cccnc3)ccc21 | / | -0.6 | -0.1 | -14 | 16 | / | -0.8 | -6 | i | 25
Cn1c(=O)c2cc(NC(=S)NC3CCCCC3)ccc2n1Cc1ccc(F)cc1 | / | 0.7 | 1.8 | 9 | / | / | / | 16 | -0.4 | -20
O=C(COC(=O)c1ccc(Br)cc1)NCc1ccc(F)cc1 | 4 | 0.3 | 0.6 | -5 | -7 | 2 | -1.2 | -10 | -0.3 | -9
COc1ccc(-n2nnnc2C(c2ccccc2)N2CCC3(CC2)C(=O)NCN3c2ccccc2)cc1 (stereo unspecified) | / | 0.2 | 0.8 | -12 | / | / | / | / | / | 6
CCCC(=O)NCC(c1cccs1)S(=O)(=O)c1ccc(C)cc1 (stereo unspecified) | 0 | 0.0 | 1.2 | 1 | 7 | 9 | -0.1 | -3 | i | -7
COc1cccc(/C=N/NC(=O)CN(C)S(=O)(=O)c2ccccc2)c1OC | / | / | 0.8 | / | / | / | 0.1 | 1 | 1.7 | -9
O=C1CC(N2CCOCC2)C(=O)N1c1ccccc1Cl (stereo unspecified) | -8 | -0.9 | / | -1 | 3&-16 | 12 | 0.5 | 3 | -0.3 | 5
CCOC(=O)c1c(C)[nH]c(C)c1C(=O)COC(=O)/C=C/c1cccc(C(F)(F)F)c1 | 7 | -1.0 | -0.7 | -2 | 1 | 5 | 7.5 | 11 | -0.2 | 26
CCOC(=O)NN1C(=O)c2ccccc2NC1(C)C | 3 | 0.1 | 0.6 | -1 | -8 | -5 | 0.8 | -1 | -0.6 | -127

Three entries picked at random from the list so far, as already listed:
SMILES | 3CLpro inhibitor | BoNT-A LC inh2 | TcdB GH inh | Anthrax LF inh2 | SSB-PriA inh | VHR inh abs | PfHsp40 rescue | Yp Topo-I inh | Vc quorum ag | CCHFV vOTU inh
O=C1CC(N2CCOCC2)C(=O)N1c1ccccc1Cl (stereo unspecified) | -8 | -0.9 | / | -1 | 3&-16 | 12 | 0.5 | 3 | -0.3 | 5
C=CCn1cc(C(C)=O)c(=O)[nH]c1=O | -4 | -0.5 | -1.2 | -3 | -12 | 27 | 15 | 3 | -0.2 | -10
Cn1ccc2cc(NC(=O)Nc3cccnc3)ccc21 | / | -0.6 | -0.1 | -14 | 16 | / | -0.8 | -6 | i | 25

Following part:
SMILES | 3CLpro inhibitor | BoNT-A LC inh2 | TcdB GH inh | Anthrax LF inh2 | SSB-PriA inh | VHR inh abs | PfHsp40 rescue | Yp Topo-I inh | Vc quorum ag | CCHFV vOTU inh
CSC1=NCCN1S(=O)(=O)c1ccc(C)cc1 | 3 | 0.2 | 1.2 | -1 | 0 | 14 | 0.5 | 0 | i | 8
Cc1nn(C)c2c(=O)c(=O)c2n(C)[nH]1 | 3 | -0.7 | 1.2 | -6 | -5 | 8 | -1.3 | -5 | -0.6 | -10
CCc1nn2c(=O)cc(COc3cccc(NC(=O)c4ccco4)c3)nc2s1 | 4 | -1.0 | 0.5 | -4 | 1 | 22 | -0.9 | 8 | -3.1 | 0
CCc1nonc1NC(=O)c1oc2cc(C)c(Cl)cc2c1C | -2 | -3.9 | -11 | 4 | 3 | 4 | -0.6 | -7 | i | 9
O=C(NC1CCCCC1)c1cccc2c1C(=O)c1ccc(N3CCC(Cc4ccccc4)CC3)cc1S2(=O)=O | / | 26 | 1.5 | 34* | 8 | / | -0.5 | 1 | i | 9
CC(=O)Nc1ccc(Oc2nc(-c3cccnc3)nc3sc4c(c23)CCCC4)cc1 | / | 0.3 | / | 2 | -4 | / | 1.1 | 1 | -0.3 | /
CC(C)C1C(=O)N(Cc2cn(CCC3OCCO3)nn2)CCS(=O)(=O)N1Cc1ccc(-c2ccc(F)cc2Cl)cc1 (stereo unspecified) | / | 1.4 | -4.0 | 5 | / | / | / | / | / | 3
CCCC1CC(C)(C(=O)CSc2n[nH]c(-c3ccccc3)n2)OC1=O (stereo unspecified) | 5 | 0.6 | / | 0 | 0 | 11 | -1.0 | -11 | i | 6
O=C1NC(c2cccc([N+](=O)[O-])c2)=CCN1c1ccccc1O | 0 | 0.4 | 1.1 | 1 | -3 | 13 | 2.3 | 10 | -0.2 | 4
CCOC(=O)C1=C(C)NC(SC)=NC1c1ccc(OC)cc1 (stereo unspecified) | -1 | -0.6 | / | -4 | -6 | 4 | -0.4 | -1 | 25 | 4
CCC(=O)N=c1sc2c(OC)ccc(OC)c2n1C | -5 | -0.5 | 0.7 | -4 | -10 | / | -0.8 | 4 | -1.5 | -5
Cc1cccc(N2CC(C(=O)Nc3ccc(N4CCOCC4)cc3)CC2=O)c1C (stereo unspecified) | / | 0.4 | 1.0 | 0 | 2 | / | -1.3 | 1 | 3.2 | -12
CC(C)C[C@@H](CO)N(Cc1ccccc1)S(=O)(=O)N(Cc1ccccc1)[C@@H](CO)CC(C)C | / | -0.9 | / | 0 | -14 | / | 9.1 | 0 | -0.9 | /
CCn1c(CC(=O)Nc2ccccc2C)nnc1SCC(=O)Nc1nncs1 | 3 | -0.7 | -2.0 | -2 | -18 | 36 | 4.0 | 8 | -0.2 | 17
O=c1cc(-c2ccccc2)nc2nc(SCc3ccccc3)[nH]n12 | -4 | -0.1 | / | -4 | -8 | -1 | 1.9 | 9 | 0.3 | -2
CCOC(=O)C(O)C1CCc2c([nH]c3ccc(C)cc23)C1=O (stereo unspecified) | 7 | -2.0 | 0.1 | -11 | -2 | 0 | -0.3 | -1 | -1.5 | -14
Cc1cc2nc(SCCN3CCCC3)[nH]c2cc1C | 1 | 0.6 | / | 3 | 3 | 13 | -1.1 | 10 | -5.0 | 25
COc1ccc(CCN2CC(C(=O)NCCc3ncccc3C)CCC2=O)cc1 (stereo unspecified) | / | -0.2 | -0.5 | -1 | / | / | / | 2 | 0.9 | -7
Cc1occc1C(=O)Nc1cccc(C(F)(F)F)c1 | 3 | 0.4 | / | -9 | 1 | 8 | 2.3 | 1 | i | -3
CN(C)S(=O)(=O)c1ccc(N2CCCC2)c(C(=O)NCC2COc3ccccc3O2)c1 (stereo unspecified) | / | / | 0.8 | / | 1 | / | 1.4 | -3 | -0.3 | 7

Entries of single compounds, looked up by structure. Screens in order: 3CLpro inhibitor, BoNT-A LC inh2, TcdB GH inh, Anthrax LF inh2, SSB-PriA inh, VHR inh abs, PfHsp40 rescue, Yp Topo-I inh, Vc quorum ag, CCHFV vOTU inh
CCOC(=O)C1=C(C)NC(SC)=NC1c1ccc(OC)cc1 (stereo unspecified) is listed with -1, -0.6, /, -4, -6, 4, -0.4, -1, 25, 4
CN(C)S(=O)(=O)c1cccc(NC(=O)CSc2nnnn2-c2ccccc2)c1 is listed with -3, 0.4, 1.9, 1, -4, -4, 0.6, 9, -0.4, -7

Next section:
SMILES | 3CLpro inhibitor | BoNT-A LC inh2 | TcdB GH inh | Anthrax LF inh2 | SSB-PriA inh | VHR inh abs | PfHsp40 rescue | Yp Topo-I inh | Vc quorum ag | CCHFV vOTU inh
COC(=O)Nc1ncc(CN2CCCCC2)s1 | 1 | -0.6 | / | -2 | -8 | 16 | -1.6 | 6 | -3.8 | -7
O=C(c1ccc2snnc2c1)N1CCN(c2ccccc2)CC1 | 3 | -1.8 | / | -3 | -3 | 13 | -2.2 | -5 | -1.7 | -12
O=C1NCCN1C(=O)C12CC3CC(CC(C3)C1)C2 | 4 | 0.4 | / | 2 | -5 | -3 | 1.8 | 3 | i | 7
O=C(N/C(=C/c1ccccc1Cl)C(=O)N1CCCC1)c1ccccc1 | 2 | 0.5 | 2.1 | -7 | -4 | 8 | 2.4 | 3 | 0.4 | 2
c1ccc(-c2nc(C3CCCCC3)c3sccc3n2)cc1 | / | -0.3 | -1.6 | -2 | -17 | / | -2.1 | -6 | i | -5
Cc1oc(-c2ccc(Cl)cc2)nc1CN1CCCC(C(=O)NCCCN2CCOCC2)C1 (stereo unspecified) | 3 | ? | / | -10 | -10 | 25 | -2.2 | 14 | i | 2
O=C(c1ccccc1)N1N=C(c2ccccc2O)CC1c1ccccc1 (stereo unspecified) | 6 | -2.8 | 1.3 | -6 | 0 | / | 0.7 | 6 | -6.7 | -3
CCOC(=O)c1ccc(NC(=O)Cn2nnc(-c3ccc(C)cc3)n2)cc1 | 0 | 0.5 | / | -2 | -4 | 19 | -0.6 | 10 | -0.9 | 3
CSc1nc(SCCN(C)C)c2c3c(sc2n1)COC(C)(C)C3 | 2 | 0.4 | 0.9 | -5 | 1 | 13 | 1.0 | 4 | -0.4 | -7
Cc1nc(Nc2nc3ccccc3o2)nc2c1CCC2 | 2 | 3.1 | / | -2 | -16 | 12 | -0.6 | 0 | 4.1 | -6
CCOc1cc(/C=N\NC(=O)C2C(=O)NCC2c2ccccc2)ccc1OC (stereo unspecified) | 1 | 0.8 | / | -2 | / | 8 | -1.9 | 9 | -0.2 | -7
COc1ccc(-c2nnc(SCC(=O)NCc3cccs3)n2C(C)C)cc1 | 0 | 0.0 | / | 0 | -4 | 16 | -0.2 | -7 | 0.2 | 2
CC(=O)c1cccc(NC(=O)NNC(=O)c2ccc(-c3ccccc3)cc2)c1 | 1 | -1.1 | -1.2 | -2 | -13 | 15 | 1.2 | 29 | -0.2 | 0
CC(C)(C)OC(=O)NCc1ccc(NC(=O)c2nc[nH]c2C(=O)NCCCNC(=O)c2[nH]cnc2C(=O)Nc2ccc(CNC(=O)OC(C)(C)C)cc2)cc1 | / | 0.3 | / | -2 | -11 | / | -1.7 | 79* | i | /
